# WT yeast gro inh: growth inhibition of WT yeast, mitochondrial fusion screen; mitochondrial fusion phenotypic screen, WT strain; inhibition, % at 10 µM; AID 1362; 190,000 compounds, 2.1% hits; in the data active = inhibition above about 58%; tested in S. cerevisiae
# ER stress rescue: protection against thapsigargin-triggered cell killing – 384-well, CSM14.1, ATP luminescence, primary screen (AID 1222) | CSM14.1 thapsigargin-induced death rescue, ATP luminescence; higher % means a stronger effect | cellular ATP content (survival), % at 20 µM; hits with a dose series show EC50 in µM | 190,000 tested, under 10 active;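 active = EC50 below 50 µM in the dose-response confirmation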;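 note: death triggered by thapsigargin at about 15 µM added after 2 h compound pretreatment; cell ATP read after overnight thapsigargin exposure of roughly 18 to 22 hours; normalized against plate controls of thapsigargin alone and 5% DMSO vehicle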
# West Nile virus CPE: inhibition of WNV-induced cytopathic effect – cell-based, CPE readout (AID 1621). West Nile virus-infected cells, CPE inhibition; higher % means a stronger effect. CPE inhibition, % at 10 µM, or IC50 in µM where a hit was titrated. 290,000 compounds, 0.02% hits; in the data active = a potency from the dose series; note: strong numbers were not always called active
# Dengue-2 NS5 capping: flavivirus cap methylation enzyme inhibition – biochemical, confirmation dose response, primary screen (AID 588689) | inhibition, % at 25 µM, or IC50 in µM where a hit was titrated | Dengue-2 NS5 methyltransferase capping enzyme assay, biochemical; higher % means a stronger effect | 340,000 compounds, 0.3% hits; in the data active = a potency from the dose series
# RSV antiviral HEp-2: inhibition of RSV-induced cytopathic effect – HEp-2 cells, primary 10 µM value included (AID 2391); HEp-2 cells, RSV-induced CPE inhibition; higher % means a stronger effect; one-dose CPE inhibition, % at 10 µM; IC50 in µM for titrated hits; 310,000 compounds, 0.13% hits; in the data active = a potency from the dose series; note: strong numbers were not always called active
# XIAP antagonists: small molecules displacing peptide from XIAP – biochemical, IAP family, fluorescence polarization (AID 1018); XIAP BIR domain, fluorescence polarization peptide displacement; higher % means a stronger effect; displacement, % at 20 µM; hits with a dose series show IC50 in µM; 200,000 compounds, 0.007% hits; in the data active = displacement above about 50%; note: a part of the inactive calls stands beside numbers as strong as those of hits
# Yfh1-depleted yeast: enhancers of respiration in Yfh1-depleted yeast, dose response, Friedreich's ataxia, plus single-dose screen (AID 1465); S. cerevisiae Yfh1-off respiration, WST-1 reduction, 72 h; higher fold induction means a stronger effect; fold induction at 50 µM; hits with a dose series show EC50 in µM; 220,000 compounds, 0.074% hits;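 active = fold induction of absorbance versus untreated yeast above a set limit, then at least 30% activation at any dose in follow-up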;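 note: activators that raise dye reduction in frataxin-depleted yeast; strong numbers were not always called active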
# Large T inhibition: TAg ATPase/helicase activity blockers – biochemical (AID 1903) | SV40 large T antigen ATPase/helicase inhibition assay; higher % means a stronger effect | inhibition, % at 20 µM, or IC50 in µM where a hit was titrated | 310,000 compounds, 0.39% hits; in the data active = a potency from the dose series; note: strong numbers were not always called active
# K1F lysis inhibition: inhibition of K1F phage lysis, E. coli UTI89, bacterial capsule biogenesis inhibitors, alamar blue (AID 488966) | inhibition, % at 100 µM, or IC50 in µM where a hit was titrated | E. coli UTI89 K1F phage lysis, alamar blue, 2 h; higher % means a stronger effect | 340,000 compounds, 0.02% hits;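 active = phage lysis inhibition, versus mean bacterial control, above a set limit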;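 note: capsule biogenesis inhibitors block K1F phage lysis so surviving cells raise fluorescence; higher fluorescence means more inhibition of phage lysis; actives were called in the ten point dose series up to 300 µM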
# WT yeast gro inh mutant strain: second read-out of WT yeast gro inh, no call of its own (marks repeat the call); inhibition, %; mitochondrial fusion phenotypic screen, mutant strain inhibition
# Dengue-2 NS5 capping pilot replicate: further read-out of Dengue-2 NS5 capping, marked with its call; inhibition, %; measured here: pilot screen replicate inhibition
# * hit, by the source's call; i = inactive; x = no result given; & = joins results of further samples; [ ] = dose if it differs, or a comment.
# Start of the data: the first 3 compounds, to show the layout:
SMILES,WT yeast gro inh,WT yeast gro inh mutant strain,ER stress rescue,West Nile virus CPE,Dengue-2 NS5 capping,RSV antiviral HEp-2,XIAP antagonists,Yfh1-depleted yeast,Large T inhibition,K1F lysis inhibition,others
O=c1c(Cc2ccc(F)cc2)c(O)ccn1CCc1ccccn1,6,-4,-1.1%,0.1%,2%,1.7%,-4.4%,i,20%,0.4%,
Nc1ccccc1C(=O)NNC(=O)C(=O)/C=C(\O)c1ccccc1,x,x,x,0.4%,x,2.7%,x,i,7%,x,
Cc1cccc(N2CCN(C(=O)c3cccc(NC4=NC5CS(=O)(=O)CC5S4)c3)CC2)c1C (stereo not drawn),x,x,x,0.0%,1%,6.3%,x,x,12%,0.3%,

# This part in full, from the first entry:
SMILES,WT yeast gro inh,WT yeast gro inh mutant strain,ER stress rescue,West Nile virus CPE,Dengue-2 NS5 capping,RSV antiviral HEp-2,XIAP antagonists,Yfh1-depleted yeast,Large T inhibition,K1F lysis inhibition,others
O=c1c(Cc2ccc(F)cc2)c(O)ccn1CCc1ccccn1,6,-4,-1.1%,0.1%,2%,1.7%,-4.4%,i,20%,0.4%,
Nc1ccccc1C(=O)NNC(=O)C(=O)/C=C(\O)c1ccccc1,x,x,x,0.4%,x,2.7%,x,i,7%,x,
Cc1cccc(N2CCN(C(=O)c3cccc(NC4=NC5CS(=O)(=O)CC5S4)c3)CC2)c1C (stereo not drawn),x,x,x,0.0%,1%,6.3%,x,x,12%,0.3%,
CC1CC(C)CN(C(=O)CCc2nnc3ccc(N4CCCCC4)nn23)C1 (stereo not drawn),x,x,x,-0.2%,-7%,2.0%,x,x,10%,0.6%,
CSc1nc2ccc(NC(=O)c3c(F)cccc3F)cc2s1,-2,4,-0.2%,-0.1%,-4%,11%,-12%,i,6%,-0.1%,
COc1ccccc1Oc1ncnc2c1oc1ccccc12,10,-3,2.0%,-0.8%,14%,-1.5%,-2.7%,i,0%,1.1%,
COC(=O)C(NC(=O)c1ccccc1)c1ccccc1 (stereo not drawn),-11,5,0.2%,-0.1%,1%,2.9%,-11%,i,-6%,0.8%,Dengue-2 NS5 capping pilot replicate=-0.6
CC(=O)Nc1ccc(S(=O)(=O)N(C)CC(=O)OCC(=O)N2CCCC2=O)cc1,x,x,x,x,6%,-0.4%,x,x,14%,1.2%[50 µM],
Oc1ccccc1/C=C/c1noc(-c2ccccc2O)n1,1,7,-0.8%,-0.7%,-2%,-1.6%,-8.1%,i,7%,0.9%,
FC(F)(F)c1cnc(Sc2nc3nccc(-c4ccc(Cl)cc4)n3n2)c(Cl)c1,96*,12*,-2.9%,x,-3%,2.3%,-1.2%,x,16%,4.3%,
O=C(Cn1nnc2c(cnn2-c2ccc(F)cc2)c1=O)OC1CCCCC1,16,5,3.5%,-0.1%,4%,9.0%,-5.8%,i,0%,4.6%,
CC(C)C(=O)Nc1ccc([N+](=O)[O-])cc1Br,-6,15,0.8%,-0.4%,-7%,2.1%,-4.3%,i,18%,-1.7%,
O=C(Cn1nc(C(=O)O)c2ccccc2c1=O)Nc1cccc(Br)c1,x,x,x,-0.4%,-8%,0.3%,x,x,12%,0.0%,
COc1cccc(NC(=O)c2nc3ncccn3n2)c1,-4,-13,-0.8%,0.2%,1%,1.2%,-7.1%,i,7%,0.6%,
C=CCn1c(NCCO)nc2c1c(=O)n(C)c(=O)n2C,3,7,-0.3%,-0.8%,-3%,0.6%,-5.1%,i,2%,0.1%,
Cc1ccc(NC(=S)N2CCCCC2CO)cc1C (stereo not drawn),8,10,-0.3%,-0.7%,-4%,-0.6%,-3.8%,i,13%,-1.3%,
CCOC(=O)c1c(NC(=O)CSc2nnnn2C)sc(C)c1C,-3,-12,0.0%,-0.5%,-4%,2.8%,-0.7%,i,10%,1.0%,
CCOC(=O)c1csc(NC(=O)CSc2nnnn2-c2ccc(OCC)cc2)n1,7,2,-1.2%,0.6%,-1%,x,1.7%,i,9%,3.8%,
Cc1ccc(C(=O)Nc2ccccc2C(=O)N2CCN(c3ccccc3)CC2)cc1,x,x,x,-0.3%,-7%,3.4%,x,x,20%,0.1%,
CC1c2ccsc2CCN1S(=O)(=O)c1ccccc1 (stereo not drawn),x,x,x,-0.7%,-2%,2.8%,x,i,4%,0.6%,
O=Cc1cn(-c2ccccc2)nc1-c1cc2c(ccc3ccccc32)oc1=O,11,7,0.7%,x,3%,4.3%,-6.8%,x,6%,0.0%,
Cc1nnc(NCc2ccccc2)c2ccccc12,x,x,x,-0.7%,3%,1.6%,x,x,3%,0.7%,
N#Cc1c(/N=C/C=C/c2ccccc2)sc2c1CCCC2,-11,7,-1.4%,-0.3%,-9%,1.4%,-9.4%,i,21%,2.9%,
O=C(Cn1cnc2ccccc2c1=O)Nc1ccc(N2CCOCC2)cc1,-14,6,-1.1%,-0.1%,1%,0.4%,-6.6%,i,15%,0.5%,
COc1ccc(OC)c(-c2nc(C)sc2CC(=O)O)c1,8,0,-1.5%,0.4%,0%,1.4%,-5.8%,i,4%,0.9%,
Cc1ccc(NCc2nnc(SCC(=O)Nc3cc(C)on3)n2C)cc1,-14,11,-3.9%,-0.2%,x,0.6%,1.2%,i,13%,0.6%,
CC(=O)Nc1ccc(S(=O)(=O)NNC(=O)c2cccc(Cl)c2)cc1,12,-4,-1.9%,-0.2%,-2%,2.4%,-2.0%,i,6%,0.3%,
COc1ccc(/C(O)=C2/C(=O)C(=O)N(CCN3CCOCC3)C2c2ccc(C)cc2)cc1 (stereo not drawn),4,-1,-1.4%,1.1%,1%,0.5%,-5.2%,i,9%,3.6%,
CCOC(=O)C1(Cc2cccc(F)c2)CCN(Cc2nc(CC)[nH]c2C)CC1,16,11,-0.5%,-0.8%,-59%,-0.6%,-5.9%,i,13%,0.1%,
Cn1c(SCC(=O)c2ccc(O)cc2O)nnc1-c1ccccc1,x,x,x,0.0%,-2%,2.5%,x,x,9%,0.0%,
O=C(CCl)N(c1ccccc1)c1ccccc1,-12,4,-3.7%,-0.4%,4%,x,-7.7%,i,3%,0.1%,
Cc1ccc2cccc(OCc3cccc([N+](=O)[O-])c3)c2n1,x,x,x,-1.3%,-5%,3.1%,x,x,-3%,-0.1%,
Cc1cc(C)cc(NC(=O)c2ccccc2CC[N+](=O)[O-])c1,13,20,-3.3%,-0.3%,3%,2.6%,-5.7%,i,4%,1.2%,
O=C(Cn1nnc2ccccc21)Nc1ccc([N+](=O)[O-])cc1,x,x,x,0.3%,6%,1.5%,x,i,5%,0.3%,
COc1ccc(NC(=O)C2Cc3ccccc3CN2C(=O)c2ccco2)cc1 (stereo not drawn),x,x,x,0.3%,-4%,-0.1%,x,x,4%,0.0%,
CCOC(=O)[C@H](CCc1ccccc1)N[C@@H](C)C(=O)N1CCC[C@H]1C(=O)O,8,2,-1.6%,0.1%,-4%&-1%,0.0%&-1.4%,-13%,i,7%&-6%,0.1%&3.3%,
COc1cccc(CSc2nnc(C(F)(F)F)n2Cc2ccc(F)cc2)c1,-1,-5,8.4%,-0.2%,-10%,0.5%,-2.9%,i,5%,8.3%,
CC(C)(C)C(=O)Nc1cc2c3c(c1)CCN3C(=O)CC2,x,x,x,0.1%,-1%,0.1%,x,x,7%,0.1%,
COC(=O)C(C(=O)OC)c1ncc(C(F)(F)F)cc1Cl,10,-4,-0.6%,0.1%,-1%,-0.4%,-7.1%,i,-5%,-1.4%,
O=C(Nc1cccc([N+](=O)[O-])c1)c1cnccn1,7,11,-0.8%,-1.2%,6%,1.0%,-2.2%,i,7%,2.9%,
O=C(O)c1cc(-c2ccccc2)n(-c2ccc(F)cc2)n1,x,x,x,0.1%,1%,0.3%,x,x,2%,-0.2%,
Cc1nnc(SCC(=O)c2c(N)n(Cc3ccccc3)c(=O)n(C)c2=O)n1C,-23,-18,-15%,0.4%,-1%,-2.6%,-5.2%,i,-5%,0.3%,
Cc1cc(=O)oc(C)c1C(=O)NCc1ccccc1,-3,-15,-1.6%,-0.6%,-12%,1.0%,-4.1%,i,4%,0.9%,
COc1ccc(NC(=O)C2CCC(=O)N2C(=O)OCc2ccccc2)cc1 (stereo not drawn),x,x,x,-0.2%,-14%,0.8%,x,x,4%,0.3%,
Cc1nc2ccccc2n1/C(=N\S(=O)(=O)c1ccccc1)c1ccccc1,8,-1,-1.0%,0.7%,-5%,0.1%,-0.1%,i,10%,2.5%[50 µM],
CSC1=N/C(=C\c2cccc(Cl)c2)C(=O)N1N(C)C,x,x,x,-0.5%,5%,1.3%,x,i,6%,-0.1%,
Cc1cccc(-c2oc(C)c(C)[n+]2[O-])c1,-1,13,-1.0%,0.3%,-3%,1.9%,-16%,i,3%,4.8%,
COc1cccc(OCCCCN2CC(C)OC(C)C2)c1 (stereo not drawn),-7,6,-1.0%,0.8%,1%,-0.2%,-6.8%,i,0%,-0.1%,
N#C/C(C(N)=O)=c1/ccc2c(c1)N1C3=C(CCCC3)CC3CCCCC31N=2 (stereo not drawn),30,21,-2.8%,0.1%,x,0.4%,-3.7%,i,14%,x,
O=C(NC1CC1)c1cc(-c2ccccn2)nc2ccccc12,18,7,-0.8%,0.2%,-3%,0.3%,1.3%,i,14%,0.2%,
O=C(Oc1ccc2ccc(=O)oc2c1)C1CCCCC1,-10,-2,0.5%,0.0%,-1%,0.2%,2.5%,i,10%,5.1%,
Cc1ccc(S(=O)(=O)Nc2cccc(C(=O)NCc3ccccn3)c2)cc1F,x,x,x,x,-5%,1.3%,x,x,25%,-0.9%,
O=C(c1ccco1)N1c2ccccc2Sc2ccccc21,20,7,-0.4%,-0.4%,-9%,11%,-4.4%,i,4%,1.9%,
O=C(/C=C/c1cccc([N+](=O)[O-])c1)OC1CCCCC1=O (stereo not drawn),-34,-4,0.1%,0.2%,-9%,0.1%,-2.9%,i,8%,-0.1%,
COc1ccc(CC(=O)N2CCCc3ccccc32)cc1OC,-14,-7,-2.2%,-0.5%,6%,0.6%,-2.2%,i,19%,-0.3%,
O=C(COC(=O)c1cc(=O)[nH]c2ccccc12)NC(=O)c1ccccc1,x,x,x,x,5%,-1.5%,x,x,6%,0.2%[50 µM],
Cc1cc2ccccc2n1CCNC(=O)COc1ccccc1,18,8,-1.8%,-0.4%,6%,-0.4%,-1.2%,i,2%,-0.5%,
CN(CC(O)COc1ccc(S(=O)(=O)N2CCOCC2)cc1Cl)C1CCCCC1 (stereo not drawn),x,x,x,0.1%,2%,-2.7%,x,i,-2%,0.0%,
Cc1ccccc1Nc1c(-c2ccncc2)nc2ccc(Br)cn12,17,17,-1.3%,-0.4%,2%,-0.1%,-2.6%,i,12%,-0.8%[50 µM],

# Retrieved one by one from the entries so far (2):
SMILES,WT yeast gro inh,WT yeast gro inh mutant strain,ER stress rescue,West Nile virus CPE,Dengue-2 NS5 capping,RSV antiviral HEp-2,XIAP antagonists,Yfh1-depleted yeast,Large T inhibition,K1F lysis inhibition,others
COc1ccc(NC(=O)C2CCC(=O)N2C(=O)OCc2ccccc2)cc1 (stereo not drawn),x,x,x,-0.2%,-14%,0.8%,x,x,4%,0.3%,
N#C/C(C(N)=O)=c1/ccc2c(c1)N1C3=C(CCCC3)CC3CCCCC31N=2 (stereo not drawn),30,21,-2.8%,0.1%,x,0.4%,-3.7%,i,14%,x,

# Screening results as filed in PubChem.
